# EphA4 KYL inhibition: inhibitors of EphA4 binding to KYL peptide, primary screen, biochemical, colorimetric, mouse EphA4 (AID 689) | EphA4-AP binding to KYL peptide, pNPP A405; higher % means a stronger effect | inhibition, % at 10 µM; hits with a dose series show IC50 in µM | 62,000 compounds, 0.1% hits; in the data active means a potency from the dose series; inactive means the rest, 99 in 100 with inhibition below about 22%
# * marks the source's active call; other numbers are inactive results; & = joins results of further samples. A portion of the library; the hit share may differ from the screen's.
SMILES,EphA4 KYL inhibition
CCOC(=O)CCc1c(C)nc2cc(C3CCCN(C(=O)OC(C)(C)C)C3)[nH]n2c1=O (stereo not drawn),-7%
CCN(C(=O)c1sc(N)c(C#N)c1C)C1CCCCC1,-15%
COc1ccc(C2CC(=O)N3CN(c4ccc(C)c(Cl)c4)CSC3=C2C#N)cc1OC (stereo not drawn),-11%
CCOC(=O)C1CCN(C(=O)Cc2ccc(Cl)cc2)CC1,0%
S=C(Nc1ccccc1)N1CCCCC1,-12%
O=C1C(C2=C(O)c3ccccc3C2=O)=Nc2ccccc21,4%
O=C(COc1ccc2ccccc2c1)Nc1ccc(O)c(-c2nc3ccccc3o2)c1,-3%
Cc1ccc(S(=O)(=O)N=C2SCCCS2)cc1,-12%
COC(=O)C1=C(C)NC2=C(C(=O)c3ccccc32)C1c1ccc(OCc2ccc(F)cc2)c(OC)c1 (stereo not drawn),-2%
CCOc1ccc(-c2nnn(CC(=O)Nc3cc(OC)ccc3OC)n2)cc1OCC,-7%
CCC(=O)n1nc(-c2ccc(OC)cc2)nc1N,-16%
CC1=C(C(N)=O)C(c2ccccn2)n2nc(SCc3ccccc3Cl)nc2N1 (stereo not drawn),-7%
COC(=O)c1ccccc1NC(=O)n1cc(C)cn1,-6%
O=C(Nc1ccc2ccccc2c1)C1CC(=O)N(c2cccc([N+](=O)[O-])c2)C1 (stereo not drawn),-12%
N#CCCN(C(=O)CN1C(=O)NC2(CCCC2)C1=O)c1ccccc1F,-20%
CCN1CCCc2cc(CN(CCN3CCOCC3)C(=O)Nc3ccc(C)c(C)c3)ccc21,3%
NC(=O)Nc1ccc(F)cc1,-3%
CCOC(=O)C1=C(c2ccccc2)Nc2ncnn2C1c1cc(OC)cc(OC)c1OC (stereo not drawn),-6%
C=CCc1ccc(OCCCOc2ccc(C)c(C)c2)c(OC)c1,-10%
CCOC(=O)C1(C)NC(c2cc(OC)c(OC)c(OC)c2)C2C(=O)N(CC)C(=O)C21 (stereo not drawn),-7%
COC(=O)c1cc2ccsc2n1Cc1nc(-c2cccc(Cl)c2)oc1C,8%
c1csc(-c2nnsc2-c2nc3ccccc3[nH]2)c1,-8%
CC(=O)N(CC(C)(C)CC=C(C)C)c1ccccc1,4%
CN1CCC2(CC1)NC(=O)NC2=O,-6%
CC1CCC2C(=O)N(c3ccccc3OC(=O)c3ccccc3)C(=O)C2C1 (stereo not drawn),-8%
# Later entries:
SMILES,EphA4 KYL inhibition
O=C1CCC(=O)N1OCCCOc1ccccc1,-3%
CC1CN(c2oc(-c3cccs3)nc2C#N)CC(C)O1 (stereo not drawn),-4%
Cc1ccccc1-n1ccnc1SCC(=O)O,-5%
N#C/C(=N\O)c1nc(-c2ccccc2)cs1,-25%&-9%
CCN(CC)c1ccc2c(c1)OC(N)=C(C#N)C2c1cccnc1 (stereo not drawn),-8%
COc1cc(-c2nc3n(n2)C(c2cccc(OC)c2OC)C2=C(CCCC2=O)N3)cc(OC)c1OC (stereo not drawn),-1%
COC(=O)c1c(C)oc2ccc(OCc3ccc(C)cc3)cc12,-3%
O=C(/C=C/c1ccc(-c2ccccc2[N+](=O)[O-])o1)C12CC3CC(CC(C3)C1)C2,-7%
CCOC(=O)N1CCC(NC(=O)c2ccc(CS(=O)(=O)c3ccc(OC)cc3)o2)CC1,-4%
O=C(O)c1ccc(NC(CSCc2cccc(F)c2)C(=O)O)c([N+](=O)[O-])c1 (stereo not drawn),-12%
O=C(Cn1c(=O)oc2ccccc21)N1CCCCC1,10%
Cc1cccc(NC(=O)Cn2c(=O)oc3ccccc32)c1,1%
CCN(CC)C(=O)c1sc2[nH]c(=S)n(-c3ccccc3)c(=O)c2c1C,-3%
COC(=O)COC(=O)c1ccc(Oc2nc(OC)nc(N(C)C)n2)cc1,6%
CC1CCCN(C(=O)CSCC(=O)Nc2nc(-c3cccs3)cs2)C1 (stereo not drawn),-3%
CCCCCCn1c(N(CC)CC)nc2c1c(=O)[nH]c(=O)n2C,-18%
CC1CC(=O)c2cn3c(nc2C1)nc1ccccc13 (stereo not drawn),-10%
CCCCn1c(=O)nc2n(-c3ccccc3)c3ccccc3cc-2c1=O,0%
O=S(=O)(CC(O)COc1ccccc1Cl)c1ccccc1 (stereo not drawn),-13%
COC(=O)c1c(NC(=O)CN2CCN(c3ccccc3OC)CC2)c2cc(C)ccc2n1C,5%
COc1cccc(C(=O)Nc2cc([N+](=O)[O-])ccc2O)c1,-15%
O=C(Nc1ccc(N2CCOCC2)cc1)Nc1ccc(Cl)c(Cl)c1,-16%
O=C(NC1CCCC1)C(c1ccc(F)cc1)N(C(=O)Cc1cccs1)c1ccc2c(c1)OCCO2 (stereo not drawn),-11%
COc1ccc(C2CC(C(F)(F)F)n3nc(C(=O)O)c(Cl)c3N2)cc1OC (stereo not drawn),-13%
CCOC(=O)c1cccc(NC(=O)CN(c2ccc(C)cc2)S(=O)(=O)c2c(C)noc2C)c1,10%

# Three entries out of the list above, ordered by the number in EphA4 KYL inhibition, rising:
SMILES,EphA4 KYL inhibition
N#CCCN(C(=O)CN1C(=O)NC2(CCCC2)C1=O)c1ccccc1F,-20%
S=C(Nc1ccccc1)N1CCCCC1,-12%
Cc1cccc(NC(=O)Cn2c(=O)oc3ccccc32)c1,1%

# In the list so far, two contain an aryl thioether with sulfur outside any ring.
SMILES,EphA4 KYL inhibition
CC1=C(C(N)=O)C(c2ccccn2)n2nc(SCc3ccccc3Cl)nc2N1 (stereo not drawn),-7%
Cc1ccccc1-n1ccnc1SCC(=O)O,-5%

# Laid out differently: 4 of the compounds above
O=C1CCC(=O)N1OCCCOc1ccccc1
  EphA4 KYL inhibition = -3%
CC1CN(c2oc(-c3cccs3)nc2C#N)CC(C)O1 (stereo not drawn)
  EphA4 KYL inhibition = -4%
Cc1ccccc1-n1ccnc1SCC(=O)O
  EphA4 KYL inhibition = -5%
N#C/C(=N\O)c1nc(-c2ccccc2)cs1
  EphA4 KYL inhibition = -25%&-9%

# (further entries)
SMILES,EphA4 KYL inhibition
CCN(CC)c1ccc(/C=C2/SC(=S)N(CNc3cccc(C)c3)C2=O)cc1,14%
O=C(O)c1cccc(NC(=O)C23CC4CC(C2)CC(n2cnc(Cl)n2)(C4)C3)c1,10%
COc1ccc(NC(=O)C(=O)NCCN2CCN(S(=O)(=O)c3ccccc3)CC2)cc1,0%
Cc1nonc1OCCn1nnnc1N,-6%
CCc1ccccc1NC(=O)Cn1nc(C(F)(F)F)cc1C1CC1,-11%
COC(=O)c1c(NC(=O)c2ccccc2)sc(C(=O)c2ccccc2)c1C,-8%
Cc1c(C(=O)Nc2cccc(Cl)c2)oc2ccc(S(=O)(=O)N3CCC4(CC3)OCCO4)cc12,8%
CCOc1cc2[nH]c(=S)n(CCC(=O)NCc3ccc(OC)cc3)c(=O)c2cc1OCC,2%
CCCCS(=O)CC(O)COc1ccc(C(C)(C)C)cc1 (stereo not drawn),-4%
CCOC(=O)c1cnc2c(Cl)cccc2c1NCCN(C)C,2%
C=CCc1ccccc1OCCOc1cccc(/C=c2\sc3nc4ccccc4n3c2=O)c1,-4%
O=C(Cc1ccc(-c2ccccc2)cc1)NCCN1CCOCC1,-3%
Cc1cc(C)cc(NCc2cc3c(cc2[N+](=O)[O-])OCO3)c1,-2%
COC(=O)CSc1nnc(C)n1-c1cccc(OC)c1,-9%
Cc1ccc(N[C@@H]2O[C@H](CO)[C@@H](O)[C@H](O)[C@@H]2O)cc1,-12%
Cc1cc(C)cc(N2CC34C=CC(O3)C(C(=O)OCC(=O)NCc3ccco3)C4C2=O)c1 (stereo not drawn),-3%
O=C(Nc1nnc(CC(=O)N2CCOCC2)s1)C1COc2ccccc2O1 (stereo not drawn),0%
COc1ccc(/C(N)=N/OC(=O)COc2ccc3ccccc3c2)cc1,-4%
CCCCCN(CCCCC)C(=O)c1ccccc1C(=O)Nc1ccccc1,1%
CCOC(=O)c1c(NC(=O)CN2CCN(c3ccc(Cl)cc3)CC2)sc(C)c1C,-3%
Cc1nn(-c2ccccc2)c(C)c1NC(=O)c1cccs1,0%
CCn1c(-c2cc(Br)cc(OC)c2O)nc2cc(S(=O)(=O)N(C)C)ccc21,-37%
CC(C)C(=O)NC(c1ccc([N+](=O)[O-])cc1)c1c(O)ccc2ccccc12 (stereo not drawn),-16%
Cc1nc(SCC(=O)c2ccccc2)n[nH]1,-6%
Cn1c(=O)c2c(nc(N3CCN(c4ccccn4)CC3)n2Cc2ccc(Cl)cc2Cl)n(C)c1=O,-13%
# Next part
SMILES,EphA4 KYL inhibition
O=C(O)c1cn(-c2ccc(F)c(F)c2)c2c(F)c(F)c(F)c(F)c2c1=O,-1%
O=C(NNS(=O)(=O)c1cc(Cl)cc(Cl)c1)c1sccc1-n1cccc1,-7%
COCc1cc(=O)[nH]c(/N=C(\N)Nc2ccc(Oc3ccccc3)cc2)n1,-1%
O=C(NCCN1CCOCC1)c1cc(-c2ccc(F)cc2)on1,-6%
Cc1ccc(-c2cc(C(F)(F)F)n3ncc(C(=O)N(C)Cc4ccccc4)c3n2)cc1,-8%
CN1CCN(S(=O)(=O)c2ccc(NC(=S)NC(=O)c3ccc(Cl)cc3)cc2)CC1,6%
CCOC(=O)C1=C(N)OC2=C(C(=O)CC(C)(C)C2)C1C1CCCCC1 (stereo not drawn),-8%
CC(=O)Nc1ccc(S(=O)(=O)N(C)c2ccccc2)cc1,3%
COc1ccccc1-c1nnc2sc(C3CCCCC3)nn12,-7%
O=C(Nc1ccc2c3c(cccc13)CC2)c1ccc(Br)o1,-3%
C=CCN1C(=O)/C(=C2\SC(=S)N(Cc3ccco3)C2=O)c2ccccc21,-14%
Cc1ccc(C(=O)NCCNS(=O)(=O)c2ccccc2)cc1,-2%
O=C(NCc1ccc2c(c1)OCO2)C1CC(=O)N(C2CCCC2)C1 (stereo not drawn),-9%
O=C1Nc2ccccc2/C1=N\N=C\C1=C(N2CCOCC2)C(=C\c2ccccc2)/CC1,15%
O=C(NCCc1ccccc1)c1ccc(=O)[nH]c1,-3%
Cc1ccc(C)c(S(=O)(=O)N2CCN(CC(=O)NC(=O)NCc3ccccc3)CC2)c1,0%
Fc1ccc(CNc2cnccn2)cc1,-9%
O=C(NCCCN1CCN(c2ccccc2)CC1)Nc1ccccc1C(F)(F)F,-13%
Nc1nc(-c2cccs2)c(NC(=O)c2ccccc2)s1,0%&-7%
CCc1nn(-c2ccccc2)c(N)c1C,-8%
O=C(NCCNC(=O)c1cccs1)c1ccco1,-24%
O=C1CC(c2ccccc2)CC(O)=C1C=NCCCO (stereo not drawn),-11%
Cc1ccc(C(=O)Nc2ccccc2C(=O)Nc2ccccc2C(=O)O)cc1,3%
COCCn1c(SCC(=O)N2CCCC2)nnc1C(C)C,-15%
CC(=O)Oc1ccccc1N1C(=O)c2ccc(-c3nc4ccccc4c(=O)o3)cc2C1=O,-3%
# Additional entries
SMILES,EphA4 KYL inhibition
COCCCn1c2nc3ccccc3nc2c2c(=O)n(Cc3ccc(Cl)cc3)c(C)nc21,-4%
COc1ccc(-n2cnc3cc(NCc4ccccn4)ccc32)cc1,-11%
Cc1ccc2cc(C#N)c(N3CCCN(C(=O)C4CCCO4)CC3)nc2c1 (stereo not drawn),3%
Cc1ccc(S(=O)(=O)Cc2ccc(C(=O)N3CCN(c4ccc(F)cc4)CC3)o2)cc1,-7%
CC1Cc2ccccc2N1C(=O)COC(=O)c1cccnc1Cl (stereo not drawn),-9%
Cc1ccsc1C1CC(=O)NC2=C1C(=O)CC(C)(C)C2 (stereo not drawn),-4%
Clc1ccc(CN(CC2CCCO2)C(c2cccs2)c2nnnn2C2CCCC2)cc1 (stereo not drawn),-6%
O=C(NCCN1CCOCC1)c1cc2n(n1)C(C(F)(F)F)CC(c1ccc(F)cc1)N2 (stereo not drawn),-1%
CNC(=O)NC(=O)CSc1nc2ccccc2n1CCOC,-14%
O=C(CSCc1ccccc1)Nc1nccs1,7%
CC(C)COc1ccc(CNC(=S)N/N=C/c2ccc([N+](=O)[O-])cc2)cc1,-4%
CCOC(=O)CSc1nc2c(sc(=S)n2Cc2ccco2)c(=O)n1-c1ccccc1,6%
CCN(CC)S(=O)(=O)c1ccc(-c2nnc(SCC(=O)Nc3ccc4c(c3)OCO4)o2)cc1,-17%
O=C(c1coc(=O)c2ccccc12)N1CCN(Cc2ccccc2)CC1,3%
O=C(C1CC1c1ccccc1)N1CCN(c2cccc(Cl)c2)CC1 (stereo not drawn),15%
Cc1ccc(-c2cc(-c3ccccc3[N+](=O)[O-])[nH]n2)c(O)c1,2%
O=[N+]([O-])c1ccc(N2CCN(CCO)CC2)cc1NC(c1ccccc1)c1ccccc1,1%
COc1ccc(OC)c(C2NC(=O)NC(C)=C2C(=O)Nc2ccc(C)cc2C)c1 (stereo not drawn),2%
Cc1c(Cl)ccc2c1NC(=O)C21NC(CCC(N)=O)[C@H]2C(=O)N(c3ccc(Cl)cc3)C(=O)[C@H]21 (stereo partly drawn),10%
CC(C)n1c(O)c(/C=C2\C=Nc3ccccc32)sc1=Nc1ccccc1,-4%
C=CCN1C(=O)/C(=C/c2ccccc2OCc2ccccc2Cl)SC1=S,-16%

# Source: PubChem BioAssay
